# OX1R antagonist: antagonists of human orexin 1 receptor. CHO/OX1R cells, Fluo-8 calcium fluorescence, orexin A. AID 434989. O43613. 0.43% of 330,000 active. inhibition, % at 5 µM;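 active = inhibition above its plate's threshold, mean inhibition of all tested compounds on the plate plus 3 SD, cut at about 37% in these data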;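 also: 0% = orexin A challenge wells and 100% = SB-334867-A antagonist wells; not every result past the cut was called active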
# Target sequence (O43613 whole entry, looked up): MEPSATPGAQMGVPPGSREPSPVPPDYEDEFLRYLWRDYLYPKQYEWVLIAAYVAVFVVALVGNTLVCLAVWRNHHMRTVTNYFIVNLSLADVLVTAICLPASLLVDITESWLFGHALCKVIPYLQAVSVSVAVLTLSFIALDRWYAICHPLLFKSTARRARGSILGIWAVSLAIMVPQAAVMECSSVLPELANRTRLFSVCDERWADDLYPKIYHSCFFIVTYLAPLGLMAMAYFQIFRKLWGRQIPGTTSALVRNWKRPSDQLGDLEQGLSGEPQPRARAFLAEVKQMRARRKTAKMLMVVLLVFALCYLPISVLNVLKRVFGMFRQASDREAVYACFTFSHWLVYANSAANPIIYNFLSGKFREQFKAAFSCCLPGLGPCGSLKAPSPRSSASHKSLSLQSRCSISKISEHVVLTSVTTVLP
# CHT allo act: allosteric activators of human choline transporter CHT. Q9GZV3. CHT-expressing cells, membrane potential dye, choline EC20; active compounds read high; LV-AA mutant CHT in HEK293 cells. B-score at 10 µM. 0.49% of 310,000 active;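 active = initial fluorescence not abnormally high and integrated response B-score, plate-corrected, over 3 SD above library mean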
# Target sequence (Q9GZV3 whole entry, looked up): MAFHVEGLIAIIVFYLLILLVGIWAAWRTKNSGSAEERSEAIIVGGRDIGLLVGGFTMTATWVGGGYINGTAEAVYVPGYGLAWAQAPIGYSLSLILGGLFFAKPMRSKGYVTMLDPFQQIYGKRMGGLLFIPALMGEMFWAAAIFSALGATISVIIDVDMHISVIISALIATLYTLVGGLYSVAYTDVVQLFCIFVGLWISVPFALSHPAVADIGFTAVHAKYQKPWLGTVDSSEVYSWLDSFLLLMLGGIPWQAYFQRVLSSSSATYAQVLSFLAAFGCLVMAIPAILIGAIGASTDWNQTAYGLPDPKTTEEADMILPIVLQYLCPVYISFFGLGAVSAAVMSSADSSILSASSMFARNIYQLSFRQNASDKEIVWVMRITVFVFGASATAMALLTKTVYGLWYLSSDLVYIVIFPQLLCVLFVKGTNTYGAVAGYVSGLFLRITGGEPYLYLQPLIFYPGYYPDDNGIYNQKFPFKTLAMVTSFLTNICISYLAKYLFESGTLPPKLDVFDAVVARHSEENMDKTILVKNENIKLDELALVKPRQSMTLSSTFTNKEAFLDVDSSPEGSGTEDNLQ
# Numbers without * were called inactive; i = inactive; . = not tested or not shown; & = joins results of further samples.
SMILES,OX1R antagonist,CHT allo act
CN(NS(=O)(=O)c1ccc(Cl)cc1)c1cnn(C)c(=O)c1Cl,-3,i
COc1ccccc1NS(=O)(=O)c1ccc2[nH]c(=S)oc2c1,21,.
COC(=O)c1c(C(=O)OC)c(-c2ccc(C)cc2)n2c1CS(=O)(=O)C2,-31,i
Cc1ccc(S(=O)(=O)N(C)C)cc1NC(=O)COC(=O)c1c(C)noc1C,-18,i
CCc1nc(N)c(C#N)c(-c2ccncc2)c1C,-6,i
O=C(NC1CCCc2c1cnn2-c1ccccc1F)c1ccccn1 (stereo unspecified),0,i
CCCCc1ccc(NC(=S)N2CCN(C(=O)c3ccco3)CC2)cc1,.,i
CC(C)(C)c1nc[nH]c(=O)c1Br,-5,i
CC(OC(=O)c1cc(S(=O)(=O)N2CCOCC2)ccc1F)C(=O)NCc1ccc2c(c1)OCO2 (stereo unspecified),-20,i
COc1ccc(CCNC(=O)CN2C(=O)COc3ccc(S(=O)(=O)N4CCCC4)cc32)cc1OC,-6,i
Cn1c(SCCN2CCCC2)nnc1C1CCN(S(=O)(=O)c2ccc(F)cc2)CC1,-8,i
Cc1cc(NC(=O)CCOc2ccccc2)no1,-4,i
O=C1CCC(=O)N1CCC(c1ccc(F)cc1)c1ccco1 (stereo unspecified),-2,i
CC(C)n1cc(/C=N/Nc2ccc(C(=O)O)cc2)c2ccccc21,-13,i
CCOc1ccccc1CN1CCN(S(C)(=O)=O)CC1,-25,i
O=C(NC1CCCCCCC1)c1ccc2c(c1)OCO2,-26,i
OC(c1ccc(OCc2ccccc2)cc1)c1nnc(-c2ccccc2)o1 (stereo unspecified),-16,i
C/C(CC(=O)Nc1ccc2c(c1)OCCO2)=N\NC(=O)c1cccc(O)c1,-7,i
CCC(C)NC(=O)c1cnn2c(C)c3c(nc12)CCCC3 (stereo unspecified),-30,i
O=C(O)CCCCc1nc2ccccc2s1,2,i
Cc1ccc(OCC(=O)NCc2ccc3c(c2)OCO3)c([N+](=O)[O-])n1,-16,i
S=C(c1ccc(-c2ccc(Cl)cc2)o1)N1CCCCC1,-35,i
CN(C)S(=O)(=O)c1cccc(NC(=S)NN=C(Cc2ccccc2)Cc2ccccc2)c1,-11,i
COC(=O)CSc1nc2ccc(C)cc2cc1C#N,-11,i
Cc1ccc2[nH]cc(CCNC(=O)Nc3ccccc3)c2c1,-18,i
Cc1ccc2c(c1)nnn2C1CCN(S(=O)(=O)c2ccc3ccccc3c2)CC1,-10,i
COn1c(SCc2ccc(Cl)cc2)nc2ccccc2c1=O,-38,i
COCOc1cc(O)c2c(=O)c(OCOC)c(-c3ccc(OCOC)c(OCOC)c3)oc2c1,-8,i
COc1ccccc1/C=C/C=N/n1c(-c2ccccc2)n[nH]c1=S,-21,i
O=C(O)CCC(=O)NNC(=O)c1ccc([N+](=O)[O-])cc1,-13,i

# Seven of the entries above in order of the OX1R antagonist value, largest number first:
SMILES | OX1R antagonist
Cc1ccc2c(c1)nnn2C1CCN(S(=O)(=O)c2ccc3ccccc3c2)CC1 | -10
CN(C)S(=O)(=O)c1cccc(NC(=S)NN=C(Cc2ccccc2)Cc2ccccc2)c1 | -11
O=C(O)CCC(=O)NNC(=O)c1ccc([N+](=O)[O-])cc1 | -13
Cc1ccc(OCC(=O)NCc2ccc3c(c2)OCO3)c([N+](=O)[O-])n1 | -16
Cc1ccc2[nH]cc(CCNC(=O)Nc3ccccc3)c2c1 | -18
COc1ccccc1/C=C/C=N/n1c(-c2ccccc2)n[nH]c1=S | -21
S=C(c1ccc(-c2ccc(Cl)cc2)o1)N1CCCCC1 | -35

# Additional results follow:
SMILES,OX1R antagonist,CHT allo act
CCOC(=O)C1=C(C)Nc2nc(SCC(=O)OC)nn2C1c1cc(F)cc(F)c1 (stereo unspecified),-37,i
Cc1nc(SCC(=O)NC(C)c2ccccc2)c2oc3ccccc3c2n1 (stereo unspecified),-34,i
Cc1ccc(OCC(=O)NC(=S)Nc2cccc(NC(=O)c3ccccc3Cl)c2)cc1,-14,i
COc1ccc(C2(O)C(=O)Nc3ccccc32)cc1 (stereo unspecified),-17,i
CC(=O)c1ccc(NC(=O)CN2C(=O)NC3(CCc4ccccc43)C2=O)cc1 (stereo unspecified),-14,.
COC(=O)c1ccc(/C=C2\Oc3ccccc3NC2=O)cc1,-24,i
COc1ccc(OCCOC(=O)CNS(=O)(=O)c2ccc(SC)c([N+](=O)[O-])c2)cc1,-21,i
CC1CCCCC1n1c(=S)[nH]c2ccccc2c1=O (stereo unspecified),-34,i
CCOc1ccc(S(=O)(=O)NCc2ccc3c(c2)OCO3)cc1C(=O)O,13,i
COn1c(-c2ccc(C)cc2)nc2ncccc21,-8,i
Cc1ccc(NC(=S)NC(=O)/C=C/c2ccc(Cl)cc2)cc1,0,i
O=[N+]([O-])c1ccc(Sc2cccc3cccnc23)c2cccnc12,-23,i
O=C(Nc1ccccc1)OCC1CCCO1 (stereo unspecified),0,i
COC(=O)c1ccccc1NC(=O)N1CCN(S(=O)(=O)c2ccc(Cl)cc2)CC1,-37,i
COc1cccc(C(=O)O/N=C/c2ccc(Sc3ccc(C)cc3)nc2)c1,-16,i
CCOc1cccc(/C=C/c2ccc3ccccc3n2)c1OC(C)=O,-27,i
Cc1nc2ccc(NS(=O)(=O)c3c(C)c(C)cc(C)c3C)cc2s1,-4,i
CCOc1ccc(C2SCC(=O)N2c2c(C)n(C)n(-c3ccccc3)c2=O)cc1 (stereo unspecified),-6,i
Cc1cc(S(=O)(=O)Nc2cccnc2)c(Cl)cc1Cl,-6,i
CCOC(=O)N1CCC2(CC1)CC(=O)c1cc(O)ccc1O2,-1,i

# 3 compounds from above, sorted by length of the SMILES, low to high:
SMILES,OX1R antagonist,CHT allo act
CN(NS(=O)(=O)c1ccc(Cl)cc1)c1cnn(C)c(=O)c1Cl,-3,i
Cc1ccc(OCC(=O)NCc2ccc3c(c2)OCO3)c([N+](=O)[O-])n1,-16,i
CN(C)S(=O)(=O)c1cccc(NC(=S)NN=C(Cc2ccccc2)Cc2ccccc2)c1,-11,i

# (further entries)
SMILES,OX1R antagonist,CHT allo act
O=C(NC1CCN(Cc2ccccc2)C1)c1cc(S(=O)(=O)N2CCOCC2)ccc1Cl (stereo unspecified),-35,.
COc1ccc([C@H]2CC(=O)C=C(c3ccc4[nH]ccc4c3)C2)cc1OC,6,.
Cn1cccc1/C=N/NC(=O)c1cccnc1,7,i
CCC(Sc1nc(=O)cc(N)n1CCc1ccccc1)C(=O)Nc1cc(C)on1 (stereo unspecified),-10,i
COc1ccc(N2CC(O)(c3ccc(F)cc3)[N+]3=C2CCCC3)cc1 (stereo unspecified),-4,i
CN(C)CCCNC(=O)c1cc2sc3ccccc3c2s1,-8,i
Cc1cccc(C(=O)NCCC(=O)Nc2ccc(F)c([N+](=O)[O-])c2)c1,-16,i
CCc1ccccc1-n1nnc(-c2ccccc2)n1,-20,i
CCCCN1CC(O)=C(c2nc3ccccc3[nH]2)C1=N,-21,i
COc1ccc(CC2(CO)CCN(Cc3cnn(-c4ccccc4)c3)CC2)cc1,-22,i

# Quoted from the listing.
# Under OX1R antagonist, COC(=O)c1c(C(=O)OC)c(-c2ccc(C)cc2)n2c1CS(=O)(=O)C2 reads -31
# Under OX1R antagonist, O=C(NC1CCN(Cc2ccccc2)C1)c1cc(S(=O)(=O)N2CCOCC2)ccc1Cl (stereo unspecified) reads -35
# Under OX1R antagonist, COc1ccc(CCNC(=O)CN2C(=O)COc3ccc(S(=O)(=O)N4CCCC4)cc32)cc1OC reads -6

# The main list resumes with the 2 entries that preceded the break.
SMILES,OX1R antagonist,CHT allo act
CCCCN1CC(O)=C(c2nc3ccccc3[nH]2)C1=N,-21,i
COc1ccc(CC2(CO)CCN(Cc3cnn(-c4ccccc4)c3)CC2)cc1,-22,i
Cc1nc2ccccc2c2nc3ccccc3n12,-5,i
Cc1cccc(Nc2ncnc3onc(-c4cccc(Cl)c4)c23)c1,-34,i
Cc1ccc(NS(=O)(=O)c2ccc(NC(=O)C3CCCO3)cc2)cc1 (stereo unspecified),-16,i
CN(CC(=O)Nc1cccc(F)c1)C(=O)c1ccc(N2C(=O)c3ccccc3C2=O)cc1,1,.
O=C(C=C1SCCS1)/C=C/c1ccco1,1,i
C/C(=N\NC(=O)c1cnccn1)c1ccc([N+](=O)[O-])cc1,-18,i
O=C(N/N=C/c1ccc(F)cc1)c1cc[n+]([O-])cc1,-12,i
Cc1csc(/C(C#N)=N/O)n1,-4,i
COc1ccc(-n2c(-c3ccc(Br)cc3)nc(=S)c3c2CCCC3)cc1,-20,i
O=C(N[C@@H](Cc1ccc(O)cc1)C(=O)O)C(c1ccccc1)c1ccccc1,-10,i
O=C(O)CSc1nc(-c2ccccc2)cc(=O)[nH]1,-7,i
Cc1n[nH]c(=S)n1/N=C/c1ccccc1OCc1ccc(Cl)cc1Cl,0,i
Cc1ccc(NC(=O)CCC(=O)c2cccs2)cc1F,-13,i
COc1ccc2ccccc2c1C1CC(=O)N2CN(C)CSC2=C1C#N (stereo unspecified),-12,i
CCOc1ccc(N(C(=O)c2snc(C(N)=O)c2N)C(CC)C(=O)NC2CCCC2)cc1 (stereo unspecified),1,i
CCOC(=O)Cc1c(C)nc2c(-c3ccccc3)c(-c3ccccc3)[nH]n2c1=O,-11,i
CCOP(=O)(OCC)C(NC(=O)Nc1ccccc1)c1ccccc1 (stereo unspecified),-19,i
CN(C)S(=O)(=O)c1cc(NC(=O)CN2CCN(c3ccccc3O)CC2)ccc1Cl,-17,i
CCOc1ccccc1NC(=O)CCCc1nc2ccccc2c(=O)[nH]1,-7,i
CN1CCN(C(=O)c2ccc(-c3nn(C)c(=O)c4ccccc34)cc2)CC1,-10,i
CCOC(=O)C1CN(S(=O)(=O)c2ccc(C)cc2)c2ccccc2O1 (stereo unspecified),-6,i
CC(=O)Nc1nc(SCC(=O)NCC2CCCO2)[nH]c(=O)c1NC(=O)c1cccs1 (stereo unspecified),1,i
CCn1cc(C(=O)Nc2ccc(OC)c(OC)c2)c2cc(OC)c(OC)cc2c1=O,-14,i
Oc1ccc(-c2ccccc2)cc1CN1CCCCCC1,-16,i
Nc1nnc(SCC(=O)NC2CCCCCCC2)s1,-5,i
O=C(c1ccc(S(=O)(=O)N2CCCCCC2)cc1)N1CCN(Cc2ccccc2)CC1,-4,.
CCCOc1ccc(Cc2c(O)nc(SC)[nH]c2=O)cc1,0,i
Oc1ccccc1CNc1nccs1,-2,i
O=C(O)c1ccccc1-c1ccccc1C(=O)Nc1ccc2c(c1)CCC2,-15,i
COc1ccc(Cl)cc1-c1nc(SCC(=O)NC2CCCC2)n[nH]1,-22,.
CCn1c(SCCN2CCCCC2)nnc1-c1ccc(S(=O)(=O)N2CCOCC2)cc1,-4,i
O=C(Nc1ccc(F)cc1F)c1cccnc1,-4,i
Cc1cccc2cc(C#N)c(SCC(=O)N3CC(=O)Nc4ccccc43)nc12,14,i
COC(=O)c1ccc(COC(=O)CSCC(=O)Nc2ccc(C)cc2C)cc1,-28,.
c1ccc(-c2nc(N3CCCCCC3)nc(-n3ccnc3)n2)cc1,-49,i
O=C(NNC(=O)C1COc2ccccc2O1)c1ccccc1 (stereo unspecified),-9,i
Cc1cccc(NC(=O)Nc2cccc(Oc3c(F)c(F)c(F)c(F)c3F)c2)c1,50*,i
COc1ccc(C2=NN(C(=O)/C=C/c3ccccc3)C(c3ccccc3)C2)c(OC(C)=O)c1 (stereo unspecified),-25,i
CCOC(=O)N1CCN(C(=O)c2ccc3nc(SCc4ccc(F)cc4)n(C)c3c2)CC1,-5,i
COc1ccc(-c2nnc3ccc(SCC(N)=O)nn23)cc1OC,-13,i
COc1cc(C(c2sc3nc(C)nn3c2O)N2CC(C)OC(C)C2)cc(OC)c1OC (stereo unspecified),-22,i
Cc1cccc(NC(=S)NC(NC(=O)c2ccco2)C(Cl)(Cl)Cl)c1 (stereo unspecified),-8,i
COCCN(C(=O)c1ccccc1F)c1nnc(-c2ccc(OC)cc2)s1,-20,i
Cc1ccc(C2CC(C(F)(F)F)n3ncc(C(=O)NCc4ccco4)c3N2)cc1 (stereo unspecified),-30,i
COCCCNc1nc2c(-c3ccc(C)cc3)nnn2c2ccccc12,-4,i
CN(C)S(=O)(=O)c1cccc(NC(=O)CCSc2ccc(Cl)cc2)c1,-7,i
O=C(O)CNS(=O)(=O)c1ccc(F)cc1,-15,i
O=C(CSc1nnc(-c2ccncc2)n1Cc1ccco1)OC1CCCCC1,-9,i
Cc1ccc(C)c(NC(=O)CSc2nnc3n2CCCCC3)c1,-13,i
C=C1CCC[C@]2(C)C[C@H]3OC(=O)C(CNCC(C)C)[C@H]3CC12 (stereo partly specified),8,i
# Next results
SMILES,OX1R antagonist,CHT allo act
N#C/C(=C\C1CC=CCC1)c1nc2ccccc2[nH]1 (stereo unspecified),-13,i
CC(Oc1ccccc1)C(=O)N1CCN(C(=O)C(C)Oc2ccccc2)CC1 (stereo unspecified),-6,i
COc1ccc(S(=O)(=O)N2CCC(N3CCCC3)CC2)cc1,-21,i
CCN1CCN(CC#CCOc2ccccc2OC)CC1,0,i
CC(C)[C@@H](NC(=O)C1CCC(CNC(=O)[C@H](Cc2ccccc2)NC(=O)OC(C)(C)C)CC1)C(=O)O (stereo partly specified),.,i
CCOC(=O)c1ccc(N=C2NC(=O)CS2)cc1,-17,i
CCCc1nnc(NC(=O)CCC(=O)N2CCN(c3nc(C)cc(C)n3)CC2)s1,3,i
O=C(NCCc1ccccc1)C1CCCN(c2cnccn2)C1 (stereo unspecified),-12,i
COc1ccc(N/N=C(C)/C(=N/O)C(=O)Nc2ccccc2)cc1,-9,i
Cc1ccc(-n2nnnc2-c2nc3ccccc3s2)cc1,-17,i
C=CCc1cccc2cc(C(=O)N3CCOCC3)c(=O)oc12,-13,i
O=C1CC(c2ccco2)CC2=C1C(c1ccccc1)n1nc(C(F)(F)F)nc1N2 (stereo unspecified),-21,i
COc1ccc(CNC(=O)c2cc(C(=O)C3CC3)c[nH]2)cc1,-1,i
COCCc1ccc(OCC(O)CNC(C)C)cc1 (stereo unspecified),-5&-12&-4,i

# Screening results (PubChem)
